# IDH1 R132H inh: human IDH1 R132H inhibition; O75874; IDH1-R132H enzyme, NADPH consumption, diaphorase/resazurin fluorescence; Potency, µM (series often up to 76.6 µM), inactives show top-dose activity change, negative = inhibition, most hits filed as inhibitors; 390,000 tested, 0.093% active; AID 602179; further: potency means the concentration at half of the fitted maximal effect; on the % scale 0 is the no-effect control and ±100 the full control effect; nearly all actives have a fitted effect of over 65% in size
# Target sequence (O75874 whole entry R132H, stated change not applied): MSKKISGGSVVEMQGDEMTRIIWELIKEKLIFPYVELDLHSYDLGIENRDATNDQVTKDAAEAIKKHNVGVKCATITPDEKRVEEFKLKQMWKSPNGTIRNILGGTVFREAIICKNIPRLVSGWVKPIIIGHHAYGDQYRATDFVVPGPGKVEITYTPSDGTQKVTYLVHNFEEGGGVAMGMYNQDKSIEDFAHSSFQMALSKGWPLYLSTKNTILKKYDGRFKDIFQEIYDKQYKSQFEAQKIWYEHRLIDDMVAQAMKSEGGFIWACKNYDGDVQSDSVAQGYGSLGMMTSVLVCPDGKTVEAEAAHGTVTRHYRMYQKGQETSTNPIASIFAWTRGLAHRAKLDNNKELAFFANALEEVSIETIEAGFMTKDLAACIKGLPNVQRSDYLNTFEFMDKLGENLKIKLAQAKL
#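 IDH1-R132H (0.5 ug/mL) preincubated 30 min with compound, then NADPH (0.016 mM) and alpha-KG (2 mM) added; 80 min at RT, pH 7.5. Remaining NADPH coupled via diaphorase/resazurin to fluorescence (540/590 nm); concentration-response curves normalized to no-enzyme control.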
# USP1-UAF1 inh: inhibitors of human USP1/UAF1 deubiquitinase. 390,000 tested, 0.23% active. Potency, µM (doses to about 57.1 µM), without a hit: top-dose activity change, negative = inhibition, usual class: inhibitors. AID 743255. O94782. recombinant USP1/UAF1, Ub-Rhodamine cleavage fluorescence; further: potency means the concentration at half of the fitted maximal effect; on the % scale 0 is the no-effect control and ±100 the full control effect; nearly all actives have a fitted effect of over 60% in size; inactives centre near -12
#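 1 nM enzyme complex + cpd, 15 min RT; start with Ub-Rho 150nM final; kinetic fluorescence ex 480/em 540, 6 reads q60 s. Buffer 50mM HEPES pH 7.8, 0.5mM EDTA, 0.1 mg/ml BSA, 1mM TCEP, 0.01% Tween-20.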
# rTrxR1 inhibitor: rat TrxR1 inhibition; recombinant rTrxR1, NADPH fluorescence consumption, selenite substrate; Potency, µM (titrated, usually from 114 µM), for the others: at the top dose activity change, negative = inhibition, most hits filed as inhibitors; 390,000 tested, 1% active; further: potency means the concentration at half of the fitted maximal effect; on the % scale 0 is the no-effect control and ±100 the full control effect; nearly all actives have a fitted effect of over 65% in size
#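 Rat TrxR1 (90 nM in the dispensed reagent) was pre-reduced with 400 uM NADPH for 5 min at room temperature, then incubated with compound for 15 min. After 400 uM selenite was added, NADPH fluorescence (Ex 340/Em 450 nm) was followed for 8 min.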
# RGS4 inh: inhibitors of human regulator of G protein signaling 4; P49798; AID 504845; 390,000 tested, 0.039% active; Transcreener GDP fluorescence polarization, RGS4-accelerated GTP hydrolysis; Potency, µM (series often up to 114 µM), inactives show top-dose activity change, negative = inhibition, actives largely listed as inhibitors; further: potency means the concentration at half of the fitted maximal effect; on the % scale 0 is the no-effect control and ±100 the full control effect; nearly all actives have a fitted effect of over 75% in size; some results filed as inactive show a strong effect at the top dose
# Target sequence (P49798 whole entry, looked up): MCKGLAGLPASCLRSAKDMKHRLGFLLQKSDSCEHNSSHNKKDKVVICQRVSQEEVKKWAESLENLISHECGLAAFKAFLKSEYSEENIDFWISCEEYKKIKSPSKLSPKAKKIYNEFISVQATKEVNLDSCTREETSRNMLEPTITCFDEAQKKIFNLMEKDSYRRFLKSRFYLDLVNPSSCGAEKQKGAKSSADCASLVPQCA
#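 MLSMR compounds (23 nl, pin-transferred) preincubated 10 min at room temperature with a 500nM (2x) first reagent, then RGS4 at 900nM (2x) plus Transcreener GDP mix added; fluorescence polarization (620/688 nm) read before and after 90 min at 30 °C.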
# Vif-APOBEC3G blk: blocks the Vif interaction with human APOBEC3G; Q9HC16; HeLa A3G-eYFP + Vif (tagged APOBEC3G with the HIV-1 protein that degrades it), YFP fluorescence, overnight; Potency, µM (highest dose often 46.1 µM), for inactives: at the top dose activity, negative = active, usual class: inhibitors; 410,000 tested, 0.076% active; AID 602310;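 further: potency means the concentration at half of the fitted maximal effect; on the % scale 0 is the no-effect control and ±100 the full control effect; nearly all actives have a fitted effect of over 60% in size; hits raise eYFP signal because A3G escapes Vif-driven loss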
# Target sequence (Q9HC16 whole entry, looked up): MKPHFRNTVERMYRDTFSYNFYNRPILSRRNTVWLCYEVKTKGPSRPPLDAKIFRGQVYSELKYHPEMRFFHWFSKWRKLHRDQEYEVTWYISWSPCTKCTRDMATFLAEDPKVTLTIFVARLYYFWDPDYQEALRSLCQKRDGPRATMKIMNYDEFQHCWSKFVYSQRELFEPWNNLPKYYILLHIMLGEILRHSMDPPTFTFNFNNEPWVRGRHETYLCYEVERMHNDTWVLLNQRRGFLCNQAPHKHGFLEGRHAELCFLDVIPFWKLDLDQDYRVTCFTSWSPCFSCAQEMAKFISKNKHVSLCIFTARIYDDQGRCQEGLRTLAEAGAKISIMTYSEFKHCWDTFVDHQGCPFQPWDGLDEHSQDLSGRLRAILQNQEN
#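 HeLa cells stably expressing Vif and C-terminally eYFP-tagged A3G, seeded overnight at 37 deg C, then exposed to compound by pintool overnight at 37 deg C. Rise in yellow fluorescence (Ex 488/Em 500-530, Acumen) marks blocked Vif-driven A3G degradation.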
# GRP78 ERSR act: ER stress response induction in glioma; U87-MG GRP78 promoter luciferase reporter, 16 h; AID 602332; Potency, µM, for the others: top-dose activation, usual class: activators; 420,000 tested, 0.02% active; further: potency means the concentration at half of the fitted maximal effect; series mostly up to about 76 µM; % of control where 0% means no effect; nearly all actives have a fitted effect of over 35% in size
#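 Stably transfected U87-MG glioma cells carrying a GRP78-based luciferase sensor; 16 h compound incubation. Luminescence end-point read 10 min after Bright-Glo addition at room temperature.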
# TrxR1 substrate: is turned over as a substrate by rat TrxR1; purified TrxR1 substrate turnover, NADPH consumption readout; Potency, µM (doses to about 114 µM), without a hit: top-dose activity change, negative = substrate turnover; 390,000 tested, 0.01% active; AID 588456; further: potency means the concentration at half of the fitted maximal effect; on the % scale 0 is the no-effect control and ±100 the full control effect; nearly all actives have a fitted effect of over 50% in size
#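 Rat TrxR1, dispensed at 90 nM, was prereduced with 400 uM NADPH (final) for 5 min at ~22 deg C, then incubated with compound 15 min before 400 uM selenite. A first-read NADPH fluorescence drop versus no-compound background flagged substrates.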
# LDHA block: inhibitors of human lactate dehydrogenase A; P00338; purified LDHA, NADH/diaphorase-resazurin fluorescence; hits give low values; activity change, % (values are at about 110 or 230 µM); 480,000 tested, 0.15% active; in the data active means activity change below about -30%; inconclusive means mostly about -25% to -30%;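 further: plate controls were DMSO wells for no effect and wells without enzyme for full effect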
#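 Remaining NADH was detected by diaphorase (0.133 mg/mL) converting 37 µM resazurin to fluorescent resorufin, read at 0 and 20 minutes. The preceding 5-minute room-temperature reaction used 2 nM LDHA, 0.2 mM sodium pyruvate and 0.06 mM NADH at pH 7.4.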
# Vif-APOBEC3F blk: blocks the Vif interaction with APOBEC3F | HeLa A3F-eYFP + Vif (tagged APOBEC3F with the HIV-1 protein that degrades it), YFP fluorescence increase | Potency, µM (top dose mostly 46.1 µM), inactives show at the top dose activity, negative = active | 390,000 tested, 0.2% active; further: potency means the concentration at half of the fitted maximal effect; % of control where 0% means no effect; nearly all actives have a fitted effect of over 65% in size
#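 HeLa cells stably expressing A3F-eYFP plus Vif, plated and incubated overnight at 37 deg C, then exposed to compounds overnight at 37 deg C. Blocked degradation read as raised yellow fluorescence (Ex 488/Em 500-530).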
# Numbers without * were called inactive; ? = inconclusive; nt = no result given; & = joins results of further samples; [ ] = dose if it differs, or a comment. Unless noted, the call rests on the fitted dose curve; in most records, active means well fitted curve in the direction sought with a large enough effect; inconclusive means small, poorly fitted or top-dose-only effect, or another doubt; inactive means no such curve, though single readings can be large; an effect the other way counts as inactive or inconclusive.
SMILES,IDH1 R132H inh,USP1-UAF1 inh,rTrxR1 inhibitor,RGS4 inh,Vif-APOBEC3G blk,GRP78 ERSR act,TrxR1 substrate,LDHA block,Vif-APOBEC3F blk
CC(Oc1ccc(F)cc1)C(=O)Nc1ccc(N2CCOCC2)cc1N1CCOCC1 (stereo not given),0%,-19%,9%[57.1 µM],-7%,-5%,-1%,5%[57.1 µM],3,7%
c1coc(CNc2ncnc3[nH]ncc23)c1,-2%,-4%,?,2%,1%&1%,2%&-4%,2%&0%,-3&5,-11%
CCOC(=O)c1cnc2cc(-c3ccc(C)cc3)nn2c1C,8%,?,nt,nt,1%,2%,nt,-2,-5%
COc1ccccc1/C=C/c1ccnc2ccccc12,nt,nt,-10%[0.0914 µM],nt,?,2%,4%,1,nt
COC(=O)c1ccccc1N(C)S(C)(=O)=O,2%,-16%,-14%,4%,2%,-2%,-6%,-7,2%
O=C1CC(=O)Nc2cc(S(=O)(=O)N3CCOc4ccc(Cl)cc43)ccc2N1,5%&-8%,-4%&-28%,-3%&25%[57.1 µM],-8%&-2%,-3%&-2%,-6%&-3%,-3%&0%[57.1 µM],-4&-6,-3%&0%
O=C(CN(Cc1ccco1)C(=O)c1ccccc1)Nc1ccc(Cl)c(Cl)c1,18%,-20%,0%[57.1 µM],-25%,-6%,-2%,-9%[57.1 µM],-9,4%
O=C(CNC(=O)c1ccco1)N/N=C/c1ccccc1[N+](=O)[O-],-4%,-16%,16%,5%[11.4 µM],4%,1%,-2%,1,3%
CC(C)C1C(=O)N(Cc2cn(CC3CCCCC3)nn2)CCS(=O)(=O)N1Cc1ccc(-c2ccc(F)nc2)cc1 (stereo not given),-11%,-21%,nt,nt,-5%,-3%,nt,-20,-1%
COc1ccc(S(=O)(=O)N2CCN(C(=O)NCc3ccc(OC)c(OC)c3)CC2)cc1,4%,-11%,10%,-13%,3%,-5%,5%,0,3%
NC(=O)C1(Nc2ccccc2Cl)CCCC1,6%,-3%,9%,10%,1%,-4%,0%,-11,-11%
COc1ccc(OC)c(Nc2sc(C(=O)c3ccccc3)c(N)c2S(=O)(=O)c2ccccc2)c1,-6%,-25%,30%,-7%,1%,-2%,7%,-5,-4%
Cc1oc(-c2ccccc2)nc1Cn1c(SCc2cccc(C(F)(F)F)c2)nc2cccnc21,-6%,-32%,13%,7%,-14%,-3%,5%,-1,-15%
Cc1cccc(Nc2nc(N)c([N+](=O)[O-])c(NCCO)n2)c1,17%,1%,12%,-6%,0%,1%,-3%,-2,3%
Cc1cccc(C)c1NC(=O)C(C)N (stereo not given),nt,nt,-8%[57.1 µM],15%[56.9 µM],nt,-3%,-4%[57.1 µM],nt,nt
CC(C)(C)NC(=O)C(c1ccc(O)cc1)N(C(=O)CCC(=O)Nc1nccs1)c1ccc(F)cc1 (stereo not given),-8%,-11%,-6%,-13%,0%,-3%,-8%,-7,1%
Nc1nc(-c2ccccc2)c(CC(=O)O)s1,0%,-5%,nt,nt,-1%,-2%,nt,-5,-5%
Cc1ccc(CNC(=O)c2cnccn2)cc1,6%,-12%,-4%,2%,-7%,-2%,-3%,-5,8%
N#C/C(=N/Nc1ccccc1F)C(=N)N1CCOCC1,3%,-14%,-4%,21%,0%,6%,-1%,0,-1%
O=C(Cc1ccc(Cl)c(Cl)c1)Nc1ccccc1N1CCOCC1,3%,-12%,-4%,6%,-5%,-2%,-1%,1,1%
CC(=O)N1c2ccc(S(=O)(=O)N(C)CC(=O)N3CCCC3)cc2CC1C (stereo not given),3%,-22%,-22%,11%,1%,2%,-13%,-2,4%
CC(C)(C)N(Cc1ccccc1)C(=O)COC(=O)Cn1cnc2ccccc2c1=O,13%,-10%,6%,-7%,2%,-1%,4%,-4,2%
O=C(/C=C/c1ccc(O)c(O)c1)OC(Cc1ccc(O)c(O)c1)C(=O)O (stereo not given),-9%,11%,-28%,2%,4%,-2%&-3%&-7%,-12%,14,-1%
CCc1ccccc1NC(=O)Nc1cc(C(=O)NCc2ccc(C(C)C)cc2)ccc1N1CCCC1,1%,-3%,5%[57.1 µM],-9%,-1%,0%,3%[57.1 µM],1,-5%
CCCSc1ccc([C@H]2N[C@@](C)(C(=O)OC)[C@H]3C(=O)N(C)C(=O)[C@@H]23)cc1,19%,-10%,4%[57.1 µM],10%,0%,-1%,2%[57.1 µM],-2,6%

# Other entries.
SMILES,IDH1 R132H inh,USP1-UAF1 inh,rTrxR1 inhibitor,RGS4 inh,Vif-APOBEC3G blk,GRP78 ERSR act,TrxR1 substrate,LDHA block,Vif-APOBEC3F blk
CN1CCN(C(=O)c2cc(Br)cn2C)CC1,3%,-17%,18%[57.1 µM],-1%,-1%,-5%,112%,-1,14%
CCOc1ccc2nc(N3C(=O)/C(=C/c4ccc(Cl)cc4)NC3=S)sc2c1,0%,-7%,23%[57.1 µM],-14%,-3%,0%,8%[57.1 µM],-4,5µM*
O=C(N/N=C/c1ccc(O)c(Br)c1)c1cc2c(ccc3ccccc32)o1,14%,-5%,4%,22%,-8%,6%,11%,-19,2%
CC1CCN(C(=O)COC(=O)c2ccc([N+](=O)[O-])o2)CC1,-3%,?,?,-5%,2%,0%,-11%,12,2%
CC(=O)Oc1[nH]c(=O)c2cccc3c2c1CCC3,-10%,-16%,nt,nt,2%,0%,nt,?,-9%
CCN(C(=O)CN1C(=O)COc2ccc(S(=O)(=O)N3CCOCC3)cc21)c1ccc(OC)cc1,-4%&-5%,-3%&-11%,16%[57.1 µM],-1%[56.9 µM],1%&0%,-4%&-4%,6%[57.1 µM],-4&-4,2%&-1%
COc1ccc2cc(S(=O)(=O)n3cnc(C)c3)ccc2c1,-5%,-31%,4%[57.1 µM],5%,-3%,-5%,1%[57.1 µM],-13,2%
CCOc1cccc2cc(-c3csc(NC(=O)CCC(=O)N4CCC(C)CC4)n3)c(=O)oc12,1%,-1%,15%,-31%,0%,-5%,21%,-4,-5%
O=C(/C=C/c1ccccc1)N1CCC[C@H]1CO,10%,-23%,38%,6%,-2%,0%,16%,-7,-3%
Cc1ccc(CNC(=O)c2cc3c(C)nc4ccccc4c3o2)cc1,2%,?,20%[57.1 µM],-28%,1%,-4%,11%[57.1 µM],-10,3%
NC(=O)C1CCN(C(=O)c2ccc(C(F)(F)F)cc2)CC1,2%,-7%,-2%,-3%,-1%,-7%,-1%,-3,7%
O=C(NCCc1c[nH]c2ccccc12)C(F)(F)C(F)F,7%,-10%,26%,15%,2%,-1%,7%,-4,-25%
COc1cc(/C=N/NC(=O)c2cccnc2)ccc1OS(=O)(=O)c1ccc(C)cc1,9%,-6%,16%[57.1 µM],-13%,1%,1%,7%[57.1 µM],-4,-5%
O=c1[nH]c2ccc(Cl)cc2c(-c2ccccc2)c1[N+](=O)[O-],-2%,-9%,5%,?,-8%,-4%,3%,-4,4%
CCCOc1ccc(-c2nc[nH]c2[N+](=O)[O-])cc1,-7%,-18%,-2%,6%,4%,-1%,-9%,-9,-5%
CCOc1ccc(NC(=O)N(C2CCCCCC2)C2CCN(C(C)=O)CC2)cc1,8%,4%,-10%,-8%,4%,-3%,-14%,1,10%

# A second format for three compounds above.
Structure	IDH1 R132H inh	USP1-UAF1 inh	rTrxR1 inhibitor	RGS4 inh	Vif-APOBEC3G blk	GRP78 ERSR act	TrxR1 substrate	LDHA block	Vif-APOBEC3F blk
CCOc1ccc2nc(N3C(=O)/C(=C/c4ccc(Cl)cc4)NC3=S)sc2c1	0%	-7%	23%[57.1 µM]	-14%	-3%	0%	8%[57.1 µM]	-4	5µM*
O=C(N/N=C/c1ccc(O)c(Br)c1)c1cc2c(ccc3ccccc32)o1	14%	-5%	4%	22%	-8%	6%	11%	-19	2%
CC1CCN(C(=O)COC(=O)c2ccc([N+](=O)[O-])o2)CC1	-3%	?	?	-5%	2%	0%	-11%	12	2%

# 4 records picked at random from those above, as already listed:
SMILES,IDH1 R132H inh,USP1-UAF1 inh,rTrxR1 inhibitor,RGS4 inh,Vif-APOBEC3G blk,GRP78 ERSR act,TrxR1 substrate,LDHA block,Vif-APOBEC3F blk
Cc1ccc(CNC(=O)c2cc3c(C)nc4ccccc4c3o2)cc1,2%,?,20%[57.1 µM],-28%,1%,-4%,11%[57.1 µM],-10,3%
CCCOc1ccc(-c2nc[nH]c2[N+](=O)[O-])cc1,-7%,-18%,-2%,6%,4%,-1%,-9%,-9,-5%
CCOc1ccc2nc(N3C(=O)/C(=C/c4ccc(Cl)cc4)NC3=S)sc2c1,0%,-7%,23%[57.1 µM],-14%,-3%,0%,8%[57.1 µM],-4,5µM*
CC1CCN(C(=O)COC(=O)c2ccc([N+](=O)[O-])o2)CC1,-3%,?,?,-5%,2%,0%,-11%,12,2%

# Bioassay records from PubChem.

# Some of the compounds tested; rates above refer to the full screens.
